V1R ag counter = agonists of human V1a receptor, primary screen, counter-screen for OXTR agonist project, fluorescence, CHO-V1R cells; Vasopressin V1a receptor (Homo sapiens), P37288; Fluo-8 calcium fluorescence, agonist mode; 0% DMSO, 100% 3 nM vasopressin; activation, % at 3 µM; 320,000 tested, 0.25% active; AID 2797, 2010;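 active means activation above the mean activation of all tested compounds plus 3 SD, per screening run, cut at about 20% in these data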;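 further: signal is peak over basal fluorescence ratio across a 100 second FLIPR read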
Target sequence (P37288 whole entry, looked up): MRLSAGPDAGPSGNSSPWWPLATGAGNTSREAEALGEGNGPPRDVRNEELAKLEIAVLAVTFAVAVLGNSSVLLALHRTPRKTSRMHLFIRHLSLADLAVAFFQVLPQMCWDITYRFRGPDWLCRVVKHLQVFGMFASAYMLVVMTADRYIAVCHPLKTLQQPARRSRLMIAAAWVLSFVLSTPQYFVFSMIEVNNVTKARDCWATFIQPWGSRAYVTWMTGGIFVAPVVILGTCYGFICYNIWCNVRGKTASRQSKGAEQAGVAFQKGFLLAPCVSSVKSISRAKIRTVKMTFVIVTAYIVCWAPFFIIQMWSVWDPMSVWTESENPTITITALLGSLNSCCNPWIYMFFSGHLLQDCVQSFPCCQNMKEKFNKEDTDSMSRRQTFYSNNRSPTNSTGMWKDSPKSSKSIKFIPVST
OXTR potentiator = human OXTR potentiators, primary screen, fluorescence, CHO-OTR cells, Fluo-8 calcium; activation, % at 3 µM; Fluo-8 calcium fluorescence, potentiator mode; 0% = oxytocin EC15, 100% = EC100; Oxytocin receptor (Homo sapiens), P30559; 320,000 tested, 0.061% active;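 active means activation above that plate's cutoff, the mean activation of tested compounds plus 3 SD, cut at about 6.6% in these data, passing the limit was not always enough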;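 further: 100% uses oxytocin at 75 nM as the full agonist control; some results filed as inactive read as strong as hits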
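Measured by – Fluo-8 calcium dye fluorescence · Test system – human OTR in CHO cells · Dosing – one concentration, 3.0 µM compound · Controls – EC15 oxytocin alone as 0%, 75 nM oxytocin as 100% · Evaluation – normalized max/min fluorescence ratio, % activation · Timing – 6 min pre-incubation, 100 s read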
CHO-K1 Ca PAM = nonselective calcium activators in parental CHO-K1 cells, primary screen, counter-screen for M1 PAM project, cell-based, Fluo-8 calcium fluorescence, full deck, 1536-well; ATP EC20; 0% at ATP EC20, 100% at ATP max; activation, % at 3 µM; 360,000 tested, 0.02% active; AID 602247, 2012;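 active means activation above the run cutoff, the mean activation of all test compounds plus 3 SD, cut at about 40% in these data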;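 further: peak over basal fluorescence ratio in a 140 s read after ATP addition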
TAAR1 antag = human TAAR1 antagonists, primary screen, Fluo-8 calcium fluorescence, CHO RD-HGA16 cells; Trace amine-associated receptor 1 (Homo sapiens), Q96RJ0; antagonist; inhibition, % at 3 µM; 360,000 tested, 1.5% active;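 active means inhibition above a per-plate cutoff, the mean inhibition of test compounds on that plate plus 3 SD, cut at about 49% in these data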;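 further: 0% = DMSO plus EC80 beta-PEA response and 100% = DMSO alone without agonist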
Target sequence (Q96RJ0 whole entry, looked up): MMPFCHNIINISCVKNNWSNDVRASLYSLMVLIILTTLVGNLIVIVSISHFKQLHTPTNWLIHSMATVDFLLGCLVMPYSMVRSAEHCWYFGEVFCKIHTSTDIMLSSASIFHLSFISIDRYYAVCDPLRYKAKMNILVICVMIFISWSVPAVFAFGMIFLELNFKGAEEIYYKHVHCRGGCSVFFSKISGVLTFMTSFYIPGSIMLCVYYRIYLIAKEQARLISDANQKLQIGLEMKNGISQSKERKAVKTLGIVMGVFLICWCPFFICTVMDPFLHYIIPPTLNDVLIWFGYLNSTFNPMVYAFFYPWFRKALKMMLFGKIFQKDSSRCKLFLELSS
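System: CHO RD-HGA16 cells bearing hTAAR1. Reagent: EC80 β-phenethylamine stimulus. Schedule: seeding 17-24 h prior, 75-min 37 °C, 30-min RT dye loading. Signal: Fluo-8 intracellular calcium dye fluorescence, real-time kinetic reads. Read-out: % inhibition from peak post-agonist over basal fluorescence ratio. Benchmarks: vehicle wells and EC80 agonist wells. Replicates: n of 1.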
M1 ag parental = counter-screen for M1 agonists: effect in parental CHO-K1 cells; Fluo-8 calcium fluorescence; scaled to maximal ATP response, vehicle zero; activation, % at 3 µM; 360,000 tested, 0.48% active; AID 602248, 2012; in the data active means activation above about 15%;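 further: untransfected CHO-K1 host cells lacking M1 receptor as counterscreen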
CHO parental Ca = ATP-evoked calcium signal inhibitors, parental CHO, primary screen, counter-screen for OX1R antagonist project, cell-based, fluorescence, Fluo-8 calcium dye; inhibition, % at 5.6 µM; parental CHO-K1, ATP-induced calcium, Fluo-8 fluorescence; 330,000 tested, 0.63% active; AID 463079, 2010;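 active means inhibition above that plate's mean sample inhibition plus 3 SD, cut at about 26% in these data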;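 further: 0% = ATP-challenged DMSO wells and 100% = DMSO wells without ATP; some compounds past the cut are filed as inactive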
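test system = CHO parental line | reagent = ATP stimulus | measured by = intracellular calcium via Fluo-8 no-wash fluorescent dye | control set = ATP and no-ATP DMSO wells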
TAAR1 ag = human TAAR1 agonists, primary screen, Fluo-8 calcium fluorescence, CHO RD-HGA16 cells | Trace amine-associated receptor 1 (Homo sapiens), Q96RJ0 | vehicle wells 0%, saturating PEA agonist 100% | activation, % at 3 µM | 360,000 tested, 0.99% active;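 active means activation above the mean activation of all test compounds in the run plus 3 SD, cut at about 38% in these data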
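Assay system – CHO-derived RD-HGA16 cells with stable Gα16 and human TAAR1 · Compound dosing – one-point dosing at 3 µM (nominal) · Incubation – 17-24 h seeding, 75 min 37 °C dye, 30 min RT · Measured by – kinetic Fluo-8 calcium fluorescence · Control set – DMSO vehicle as 0%, PEA at EC100 as 100% · Repeats – single well for each compound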
M1 ag = human M1 muscarinic receptor agonists, primary screen, Fluo-8 calcium fluorescence, CHO-K1 cells, HTS; activation, % at 3 µM; 360,000 tested, 0.33% active; Muscarinic acetylcholine receptor M1 (Homo sapiens), P11229; CHO-K1 hM1, agonist mode; 0% DMSO, 100% acetylcholine EC100;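 active means activation above the run's mean compound activation plus 3 SD, cut at about 16% in these data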;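 further: peak over basal fluorescence ratio within a 140 s kinetic read after compound addition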
CHO-K1 Ca antag = nonselective inhibitor or artifact in parental CHO-K1 cells; ATP-induced calcium, Fluo-8 fluorescence; inhibition, % at 3 µM; 360,000 tested, 0.6% active; AID 602250;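 active means inhibition above a per-plate cutoff, the plate's mean sample inhibition plus 3 SD, cut at about 24% in these data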;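 further: 0% = DMSO plus EC80 ATP and 100% = DMSO alone without ATP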
* marks the source's active call; other numbers are inactive results; x = not tested or not shown. Rows were taken by chance. About 3.3% of those tested had a hit in this group.

SMILES | TAAR1 antag | OXTR potentiator | CHO parental Ca | CHO-K1 Ca antag | V1R ag counter | CHO-K1 Ca PAM | M1 ag parental | TAAR1 ag | M1 ag
CCC1CCCCN1C(=O)CCn1c(=O)oc2ccccc21 (configuration not stated) | -26 | -3 | -8 | -8 | 0.7 | 13 | 0.6 | 0 | -3
OCCN=c1cc(-c2ccccc2)oc2ccc(Cl)cc12 | x | -6 | -17 | -4 | -1.0 | 17 | 0.5 | x | -5
CCC1=C(OC(=O)N(CC)CC)N2C(=O)OC(=NCC3CC3)[C@]2(Cc2ccccc2)[C@H]2C1=CC[C@H]1C(=O)N(CC)C(=O)[C@H]12 | 4 | -2 | -20 | 2 | -0.9 | -12 | -0.9 | 2 | -5
CCn1c(C)nc2cc(C(=O)NNC(=O)Nc3cccc(Cl)c3)ccc21 | 13 | -1 | -15 | 8 | 0.9 | -11 | -0.8 | 28 | -3
COc1ccc(C(=O)N=c2sccn2C)cc1 | -7 | -2 | -6 | -3 | -0.1 | -9 | -0.1 | 5 | -4
CCN(CC)S(=O)(=O)c1ccc(-c2nnc(SCc3nnc(-c4ccccc4)o3)o2)cc1 | -19 | -3 | -14 | -11 | 0.2 | 5 | 0.2 | 8 | -3
Cc1ccc(S(=O)(=O)N/N=C2/CC(=O)CC(C)(C)C2)cc1[N+](=O)[O-] | -10 | -1 | -9 | -18 | 0.2 | 18 | 0.1 | 2 | -2
COc1cccc(-c2nc(CS(=O)(=O)CC(=O)NCCC(C)C)c(C)o2)c1 | -21 | -2 | -17 | -8 | -0.2 | 11 | 2.2 | 0 | -1
COc1ccc(OC)c(C2=NOC(C(=O)Nc3cc(C)nn3-c3ccccc3)C2)c1 (configuration not stated) | -11 | 1 | -11 | 9 | 0.8 | 5 | 4.3 | 4 | 0
CN1CCN(Cc2c(O)ccc3c(-c4ccccc4)cc(=O)oc23)CC1 | 3 | -2 | -3 | -14 | 0.9 | 6 | 1.3 | 3 | -14
CC(C)Cn1c(N)c(C(=O)CSc2ccccc2)c(=O)n(C)c1=O | 66* | -11 | 15 | 5 | 6.2 | 1 | 13 | 21 | 1
CCC(C(=O)NCCCN1CCOCC1)n1c2ccccc2c2nc(=O)cc(C)n21 (configuration not stated) | -24 | 2 | -17 | -15 | 0.6 | 8 | 0.2 | 3 | -6
NC(=S)Nc1cccc(F)c1 | 9 | -6 | -6 | -7 | -1.1 | 18 | 3.1 | 3 | 1
O=C(O)C1=C[C@H](c2ccc(F)cc2)C[C@H](OCc2ccc(CO)cc2)O1 | -13 | 6 | 1 | 15 | 1.0 | -6 | -0.5 | 3 | -3
COC(=O)CC1C(=O)NC2CCCCC2N1C(=O)CCl (configuration not stated) | -16 | 1 | 6 | 2 | 0.4 | 6 | 5.6 | 3 | 4

Later entries.
SMILES | TAAR1 antag | OXTR potentiator | CHO parental Ca | CHO-K1 Ca antag | V1R ag counter | CHO-K1 Ca PAM | M1 ag parental | TAAR1 ag | M1 ag
Cc1cc(C)nc(-n2nc(C)cc2NC(=O)CN2CCCC(C)C2)n1 (configuration not stated) | -10 | 0 | -16 | -8 | 0.2 | 1 | 0.2 | 11 | -7
COc1ccc(C(=O)/C=C/c2ccc(O)cc2)c2c1CC(O)C(C)(C)O2 (configuration not stated) | 16 | -8 | -2 | 7 | 7.3 | -5 | 3.3 | 3 | -5
CN(Cc1ccco1)C(=O)c1cccc(S(=O)(=O)N2CCN(Cc3ccccc3)CC2)c1 | -24 | x | x | -14 | x | 9 | 5.1 | 0 | -1
O=C(/C=C/c1c(Cl)cccc1Cl)NCCc1ccccc1 | 44 | -4 | 6 | 3 | -1.3 | 20 | 1.7 | 38* | -7
O=c1cc(CN2CCN(c3ccc(Cl)c(Cl)c3)CC2)c2c(ccc3ccccc32)o1 | -23 | x | x | 8 | x | 16 | 1.1 | 3 | -4
CCCn1c(=O)c2ccccc2n2c(SCC(=O)NCc3cccs3)nnc12 | -1 | -5 | -30 | 2 | -0.4 | 11 | 0.0 | 1 | -1
O=C(O)C1CCC(NSc2ccccc2[N+](=O)[O-])CC1 (configuration not stated) | -20 | -4 | -10 | -3 | -0.4 | -2 | 0.0 | 2 | 0
CC(=O)N1c2ccc(S(=O)(=O)NCC3CCC(C(=O)NC4CCCCC4)CC3)cc2CC1C (configuration not stated) | -13 | -17 | -6 | -12 | 1.0 | 14 | 5.3 | 1 | -3
Cc1oc2c(C)c3oc(=O)c(CCC(=O)NCCCn4ccnc4)c(C)c3cc2c1C | -3 | 0 | -15 | -3 | -0.8 | 26 | -1.1 | -2 | -9
O=C(C[n+]1cccc2ccccc21)c1ccc(Br)cc1 | 16 | -8 | -12 | -3 | 0.6 | 11 | 0.7 | 0 | -8
Cc1ccc(C(=O)c2c3ccc(C(F)(F)F)cc3nn2CCC(N)=O)cc1 | -2 | -3 | -2 | -8 | 0.9 | 15 | 0.1 | 20 | -3
CCC(C)N1C(=O)/C(=C/c2c(NCCCOC(C)C)nc3c(C)cccn3c2=O)SC1=S (configuration not stated) | 13 | -7 | 16 | 16 | 18 | 9 | 5.8 | 10 | 2
CCOc1ccccc1CN1CCN(CC2CC2)CC1CCO (configuration not stated) | -4 | 3 | -18 | -4 | -0.4 | 6 | 0.1 | 2 | -10
COc1cccc(Nc2ncnc3sccc23)c1 | -2 | -8 | -14 | -20 | 0.7 | 8 | 0.9 | 0 | -6
COC(=O)[C@]1(Cc2ccccc2)N[C@H](CN(C)S(=O)(=O)c2ccc(OC(F)(F)F)cc2)[C@@H]2C(=O)N(C)C(=O)[C@@H]21 | -8 | -1 | -20 | -13 | 0.1 | 17 | 1.1 | 1 | -6

The list goes on:
SMILES | TAAR1 antag | OXTR potentiator | CHO parental Ca | CHO-K1 Ca antag | V1R ag counter | CHO-K1 Ca PAM | M1 ag parental | TAAR1 ag | M1 ag
CN(CC(=O)N1CCN(c2ccccn2)CC1)S(=O)(=O)c1cccc2nsnc12 | 15 | -7 | -10 | -4 | 1.0 | 17 | 1.1 | 1 | -3
FC(F)(F)c1cc(Nc2ccccc2)nc(-c2ccccn2)n1 | -12 | -15 | -23 | -12 | -1.1 | -4 | -0.1 | 12 | -4
Clc1ccc(-n2nnc(-c3cccnc3Cl)n2)cc1Cl | -2 | -5 | -9 | -5 | -0.3 | 13 | 0.3 | 5 | -5
Cc1oc(-c2cc3c(cc2Cl)OCO3)nc1CN1CCCC1c1ccc(F)cc1 (configuration not stated) | -13 | -1 | -27 | -11 | -0.7 | 26 | 2.2 | 1 | -9
CCC(OC(=O)C(C)N1C(=O)C(=O)c2ccccc21)C(=O)Nc1ccccc1OC (configuration not stated) | 15 | x | x | -5 | x | 16 | 3.5 | 3 | 3
CCc1nc(NC(=O)NS(=O)(=O)c2ccccc2C(=O)OC)nc(OC)n1 | -2 | -1 | -2 | 17 | 0.3 | -7 | 0.2 | 0 | -1
Cc1ccccc1OCC(=O)NNC(=O)C1CCCCC1C(=O)O (configuration not stated) | -23 | -1 | -8 | -4 | 0.0 | 17 | -0.1 | 0 | -9
CCOC(=O)[C@@H]1[C@H]2COc3ccccc3[C@H]2N2C(=O)N(c3ccc(F)cc3)C(=O)[C@]12C | 0 | 6 | -21 | -17 | 0.4 | 15 | -0.2 | 4 | -4
CC1(C(=O)NS(=O)(=O)c2ccc(C#N)cc2)CCN1C(=O)CCC1CCCC1 (configuration not stated) | -1 | x | x | -14 | x | 11 | 0.1 | 3 | -1
O/N=C1\CCCc2ccc3ccccc3c21 | -48 | -2 | -10 | -5 | -1.3 | 1 | -0.6 | -2 | -4
O=[N+]([O-])c1ccc(N2CCN(C(=S)Nc3cccc(F)c3)CC2)cc1 | 24 | -15 | 19 | 6 | 10 | 13 | 11 | 10 | -2
O=C(Cc1ccc(Cl)cc1)Nc1ccc(Cl)cn1 | 11 | -3 | -7 | -3 | -1.0 | 6 | 1.1 | -2 | -4
O=C(Nc1ccc(Oc2cccnc2)cc1)c1ccccc1F | 3 | 0 | -4 | 13 | 1.1 | -5 | 1.2 | 5 | -4
Cc1ccc(S(=O)(=O)N2CC3(C)CN(S(=O)(=O)c4ccc(C)cc4)CC(C)(C2)C3)cc1 | -31 | -11 | -18 | -3 | -1.1 | 13 | 0.8 | 9 | -4
COC(=O)c1c(C(=O)OC)c2cc(C)ccn2c1Cl | -3 | -12 | -20 | -7 | -1.7 | 19 | 0.1 | -3 | -2

Additional compounds
SMILES | TAAR1 antag | OXTR potentiator | CHO parental Ca | CHO-K1 Ca antag | V1R ag counter | CHO-K1 Ca PAM | M1 ag parental | TAAR1 ag | M1 ag
COc1ccc(/C=C(/NC(C)=O)C(=O)O)cc1 | -3 | -1 | -2 | -8 | 1.1 | 12 | -0.1 | 3 | -3
Cc1ccnc(NC(c2ccccc2)c2ccc3cccnc3c2O)c1 (configuration not stated) | -26 | x | x | -7 | x | 16 | 1.5 | 1 | -6
CCN1CCN(C(=O)C2CCN(S(=O)(=O)c3cc(Cl)ccc3Cl)CC2)CC1 | -3 | -7 | -8 | -6 | 0.3 | 15 | 1.7 | 1 | -11
CCCCC(=O)Nc1ccc(C(=O)N2CCN(C)CC2)cc1 | -14 | -4 | -5 | -1 | 0.3 | 10 | 1.3 | 11 | -3
CCOc1ccc(NC(=O)CSc2nc3ccsc3c(=O)n2CCC(=O)O)cc1 | -3 | -6 | -3 | 9 | 0.1 | -26 | 0.2 | -1 | 1
CCOc1ccccc1CN1CCN(Cc2cc(=O)c3ccccc3[nH]2)CC1CCO (configuration not stated) | -5 | 4 | -11 | -14 | 0.4 | 21 | 0.2 | -1 | -9
Cc1ccc(OCCOC(=O)c2c(-c3ccccc3)noc2C)cc1 | 8 | -6 | 0 | -2 | 0.9 | 14 | -0.1 | 4 | -3
